Screens (PubChem)
Vif-A3G inh – qHTS for Inhibitors of Vif-A3G Interactions: qHTS; DNA dC->dU-editing enzyme APOBEC-3G (Homo sapiens), Q9HC16; HeLa A3G-eYFP + Vif (tagged APOBEC3G with the HIV-1 protein that degrades it), YFP fluorescence, overnight; Potency, µM (series often up to 46.1 µM), for the others: at the top dose activity, negative = active, actives largely listed as inhibitors; 410,000 tested, 0.076% active; AID 602310, 2012;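 note: potency is the fitted concentration of half-maximal effect; % is set by controls: 0 for no effect and ±100 for the full control effect; nearly all actives have a fitted effect of over 60% in size; hits raise eYFP signal because A3G escapes Vif-driven loss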
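HeLa cells stably expressing Vif and C-terminally eYFP-tagged A3G, seeded overnight at 37 deg C, then exposed to compound by pintool overnight at 37 deg C. Rise in yellow fluorescence (Ex 488/Em 500-530, Acumen) marks blocked Vif-driven A3G degradation.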
PI4K2A inh – qHTS for small molecular inhibitors of PI4K2A. Phosphatidylinositol 4-kinase type 2-alpha (Homo sapiens), Q9BTU6. purified PI4K2A, ADP-Glo luminescence, 1 h; hits give low values. activity change, negative = inhibition, % at 76.9 µM. 420,000 tested, 0.13% active. AID 1346378, 2018; in the data active = activity change below about -50%; inconclusive = mostly about -30% to -49%;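 note: -100% = wells without enzyme as full effect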
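PI4K2A activity was measured by ADP-Glo luminescence: enzyme (4 ug/mL stock) and phosphatidylinositol (1.2 mM stock) in Tris pH 7.5/MgCl2/EGTA/Triton X-100 buffer were reacted with ATP (300 microM stock) for one hour at ambient temperature.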
GRP78 ERSR act – qHTS for Inducers of the Endoplasmic Reticulum Stress Response (ERSR) in Human Glioma: qHTS; U87-MG GRP78 promoter luciferase reporter, 16 h; Potency, µM, inactives show at the highest dose activation, actives largely listed as activators; 420,000 tested, 0.02% active; AID 602332, 2012; note: potency is the fitted concentration of half-maximal effect; series mostly up to about 76 µM; % of control where 0% means no effect; nearly all actives have a fitted effect of over 35% in size
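Stably transfected U87-MG glioma cells carrying a GRP78-based luciferase sensor; 16 h compound incubation. Luminescence end-point read 10 min after Bright-Glo addition at room temperature.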
RXFP1 ag – qHTS Assay for Agonists of the Relaxin Receptor RXFP1 | Potency, µM (series often up to 57.5 µM), for the others: at the highest dose activation, most hits filed as activators | HEK293T-RXFP1 cAMP TR-FRET, 30 min; response scale: percent of porcine relaxin response, buffer zero | 370,000 tested, 0.3% active | Relaxin receptor 1 (Homo sapiens), Q9HBX9 | AID 2676, 2010; note: potency is the fitted concentration of half-maximal effect; % is set by controls: 0 for no effect and ±100 for the full control effect; nearly all actives have a fitted effect of over 60% in size; many of its hits are not listed in these tables
Target sequence (Q9HBX9 whole entry, looked up): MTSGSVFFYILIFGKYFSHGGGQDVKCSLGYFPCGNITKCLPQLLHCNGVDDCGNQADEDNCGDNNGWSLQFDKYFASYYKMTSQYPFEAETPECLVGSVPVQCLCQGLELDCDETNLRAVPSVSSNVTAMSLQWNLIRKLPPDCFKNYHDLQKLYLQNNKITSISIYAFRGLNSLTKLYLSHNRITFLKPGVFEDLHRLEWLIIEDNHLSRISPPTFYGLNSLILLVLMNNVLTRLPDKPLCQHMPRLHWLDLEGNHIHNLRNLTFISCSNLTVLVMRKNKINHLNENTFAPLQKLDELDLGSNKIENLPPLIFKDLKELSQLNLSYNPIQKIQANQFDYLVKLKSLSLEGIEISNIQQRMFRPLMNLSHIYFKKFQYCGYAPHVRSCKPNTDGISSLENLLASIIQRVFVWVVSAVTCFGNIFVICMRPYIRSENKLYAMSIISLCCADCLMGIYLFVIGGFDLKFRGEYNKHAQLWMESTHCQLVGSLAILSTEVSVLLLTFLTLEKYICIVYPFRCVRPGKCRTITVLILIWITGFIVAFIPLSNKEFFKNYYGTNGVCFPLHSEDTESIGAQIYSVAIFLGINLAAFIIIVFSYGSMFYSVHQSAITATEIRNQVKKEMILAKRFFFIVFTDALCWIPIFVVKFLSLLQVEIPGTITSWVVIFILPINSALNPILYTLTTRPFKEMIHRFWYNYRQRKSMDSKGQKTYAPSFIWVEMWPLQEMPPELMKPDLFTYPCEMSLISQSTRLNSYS
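HEK293 cells stably expressing RXFP1, treated 30 min at 37C with compounds plus PDE4 inhibitor Ro 20174; cAMP measured by HTRF TR-FRET. Normalized to buffer and 29 nM porcine relaxin; EC50 by Hill fit.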
TrxR1 substrate – qHTS Assay for Substrates of Mammalian Selenoprotein Thioredoxin Reductase 1 (TrxR1): qHTS | Thioredoxin reductase 1, cytoplasmic (Rattus norvegicus), O89049 | purified TrxR1 substrate turnover, NADPH consumption readout | Potency, µM (top dose mostly 114 µM), without a hit: top-dose activity change, negative = substrate turnover | 390,000 tested, 0.01% active; note: potency is the fitted concentration of half-maximal effect; % is set by controls: 0 for no effect and ±100 for the full control effect; nearly all actives have a fitted effect of over 50% in size
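Rat TrxR1, dispensed at 90 nM, was prereduced with 400 uM NADPH (final) for 5 min at ~22 deg C, then incubated with compound 15 min before 400 uM selenite. A first-read NADPH fluorescence drop versus no-compound background flagged substrates.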
mIDH1 inhibitor – qHTS for Inhibitors of mutant isocitrate dehydrogenase 1 (IDH1): qHTS | IDH1-R132H enzyme, NADPH consumption, diaphorase/resazurin fluorescence | AID 602179, 2012 | 390,000 tested, 0.093% active | Potency, µM (series often up to 76.6 µM), without a hit: at the highest dose activity change, negative = inhibition, most hits filed as inhibitors | Isocitrate dehydrogenase [NADP] cytoplasmic (Homo sapiens), O75874; note: potency is the fitted concentration of half-maximal effect; % is set by controls: 0 for no effect and ±100 for the full control effect; nearly all actives have a fitted effect of over 65% in size
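IDH1-R132H (0.5 ug/mL) preincubated 30 min with compound, then NADPH (0.016 mM) and alpha-KG (2 mM) added; 80 min at RT, pH 7.5. Remaining NADPH coupled via diaphorase/resazurin to fluorescence (540/590 nm); concentration-response curves normalized to no-enzyme control.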
LDHA inh – qHTS assay for inhibitors of human lactate dehydrogenase; purified LDHA, NADH/diaphorase-resazurin fluorescence; hits give low values; activity change, % (values are at about 110 or 230 µM); 480,000 tested, 0.15% active; AID 1347041, 2019; in the data active = activity change below about -30%; inconclusive = mostly about -25% to -30%;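 note: plate controls were DMSO wells for no effect and wells without enzyme for full effect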
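Resorufin fluorescence (ex540/em590), read at 0 and 20 min after diaphorase/resazurin addition, reports the NADH left after a 5 min room-temperature reaction of 2 nM human LDH5 with 0.06 mM NADH and 0.2 mM pyruvate.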
Vif-APOBEC3F blk – qHTS for Inhibitors of Vif-A3F Interactions: qHTS. HeLa A3F-eYFP + Vif (tagged APOBEC3F with the HIV-1 protein that degrades it), YFP fluorescence increase. Potency, µM (top dose mostly 46.1 µM), without a hit: at the highest dose activity, negative = active. 390,000 tested, 0.2% active. AID 602313, 2012; note: potency is the fitted concentration of half-maximal effect; % of control where 0% means no effect; nearly all actives have a fitted effect of over 65% in size
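Fluorescence increase (Ex 488/Em 500-530) after overnight compound treatment at 37 deg C flags inhibition of Vif-driven A3F-eYFP loss in stable HeLa A3F-eYFP/Vif cells seeded overnight beforehand.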
USP1-UAF1 inh – Inhibitors of USP1/UAF1: Primary Screen. Ubiquitin carboxyl-terminal hydrolase 1 (Homo sapiens), O94782. recombinant USP1/UAF1, Ub-Rhodamine cleavage fluorescence. Potency, µM (doses to about 57.1 µM), inactives show at the top dose activity change, negative = inhibition, most hits filed as inhibitors. 390,000 tested, 0.23% active; note: potency is the fitted concentration of half-maximal effect; % is set by controls: 0 for no effect and ±100 for the full control effect; nearly all actives have a fitted effect of over 60% in size; inactives centre near -12
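Step one: compound is pinned into 1nM USP1/UAF1 in HEPES pH 7.8 buffer with TCEP. Step two: 15 min room-temperature incubation. Step three: Ub-Rho (150nM final) starts cleavage, tracked by fluorescence over six one-minute reads.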
Numbers without * were called inactive; ? = inconclusive; nt = no result given; & = joins results of further samples; [ ] = another dose, or the depositor's remark. Unless noted, calls come from the whole dose curve; as a rule, active = well fitted curve in the direction sought with a large enough effect; inconclusive = small, poorly fitted or top-dose-only effect, or another doubt; inactive = no such curve, though single readings can be large; an effect the other way counts as inactive or inconclusive. This is a subset (hit frequency here may not be typical).

SMILES	Vif-A3G inh	PI4K2A inh	GRP78 ERSR act	RXFP1 ag	TrxR1 substrate	mIDH1 inhibitor	LDHA inh	Vif-APOBEC3F blk	USP1-UAF1 inh
N#CC1(C#N)OC12CCS(=O)(=O)c1ccccc12 (stereo not drawn)	0%	3	-3%	nt	1%	4%	-6	-17%	-10%
CCOc1cc(/C=C(/C#N)C(=O)Nc2ccc(O)cc2)cc(Br)c1O	?	7	-4%	0.2%	-15%	2%	3	?	?
CCOC(=O)C1=C(C)N=C2SC(C)C(=O)N2C1/C=C/c1ccccc1OC (stereo not drawn)	-6%	-14	-7%	0.0%	-2%	8%	-6	1%	-9%
CN(C)CCNC(=O)C(=O)Nc1cc2c3c(c1)CCN3C(=O)CC2	1%	-3	-1%	0.3%	-6%	2%	-5	5%	2%
COc1ccc(CCN(C)C2CCCN(C(=O)CCSC)C2)cc1OC (stereo not drawn)	-1%	1	-4%	-0.5%	10%	0%	1	-3%	-16%
CCOC(=O)N1CCN(C(=O)c2ccc3c(=O)n(-c4cc(OC)ccc4OC)c(=S)[nH]c3c2)CC1	1%	11	-3%	4.7%	-3%	5%	-1	?	-12%
CC(=O)C1(O)CCC2C3CCC4CC(O)CCC4(C)C3C(=O)CC21C (stereo not drawn)	2%	-2	-5%	nt	-10%	-2%	-1	12%	9%
COc1ccc(S(=O)(=O)N(C)C[C@@H]2Oc3ccc(NC(=O)Nc4c(C)noc4C)cc3C(=O)N([C@H](C)CO)C[C@@H]2C)cc1	-2%	3	1%	nt	-1%[57.1 µM]	19%	-7	-2%	-5%
COc1ccc(NC(=O)CSc2nnc(-c3nonc3NC(C)=O)n2C)cc1Cl	-5%	-4	-3%	0.6%	-10%	1%	-1	-1%	-11%
CCOC(=O)N1CCC(NC(=O)c2cc3c(=O)[nH]c4ccccc4c3n2C)CC1	-5%	6	2%	?	7%	-2%	-9	6%	-9%
CCC(C)c1ccc(OCC(=O)Nc2ccc3[nH]c(=O)[nH]c3c2)cc1 (stereo not drawn)	-6%	4	-4%	5.3%	-6%	-2%	-5	-1%	-14%
Cc1cc(NC(=O)CSc2nccn2-c2cccc(Cl)c2)no1	1%	0	-4%	3.6%	-4%	12%	-3&-2	11%	-15%
CN(C(=S)NC(=O)c1ccccc1)C1CCCCC1	-21%	-3	-2%	0.8%	11%	-7%	-1	-6%	-3%
C[C@@H]1CN([C@@H](C)CO)C(=O)CCCn2nncc2CO[C@@H]1CN(C)C(=O)Nc1ccnc(N2CCOCC2)c1	0%	-2	-2%	nt	nt	5%	3	-1%	-23%
Cc1oc(-c2ccccc2Cl)nc1CSc1nc2c(c(=O)[nH]1)CCCC2	0%	-2	-1%	0.0%	-2%	8%	-5	13%	-10%
O=C(Nc1ccc(OC(F)(F)F)cc1)Nc1cccc([N+](=O)[O-])c1	-16%	-3	2%	-1.0%	-8%	7%	-5	-17%	-20%
O=C(c1ccccn1)N(Cc1cc2ccccc2[nH]c1=O)C1CCCCC1	-7%	-5	-6%	-0.7%	9%	6%	-2&-3	-7%	-18%
O=C(Nc1ccccc1-c1ccccc1)c1ccc(=O)[nH]n1	2%	-2	5%	0.7%	7%[57.1 µM]	3%	-3	5%	-12%
Cc1ccc(NC(=O)c2ccccc2OCc2ccc([N+](=O)[O-])cc2)nc1	-3%	0	?	2.1%	-4%	-9%	-10	0%	-6%
O=S(=O)(Nc1nc2ccccc2nc1NCc1ccco1)c1ccccc1	-4%	-1	0%	1.5%	0%	3%	-3	6%	-2%
CC(c1ccccc1)c1nnc(NC(=O)c2ccc3c(c2)OCO3)s1 (stereo not drawn)	-28%	0	-1%	-2.4%	-1%	18%	-3	-26%	-21%
COc1ccc(Cc2nc3ccc(C(=O)N4CCCCC4CCO)cc3o2)cc1 (stereo not drawn)	4%	-1	4%	-0.8%	-5%	-14%	-3	4%	-16%
CCN(CC)c1ccc(C2C(C(=O)OCCOC)=C(C)NC3=C2C(=O)CCC3)cc1 (stereo not drawn)	2%	-4	-3%	0.6%	23%	2%	-2	-11%	-6%
CC1=C(C(=O)N(C(C)C)C(C)C)CC(CC(=O)NC(c2ccccc2)c2ccccc2)C(=O)N1Cc1ccc(C(C)(C)C)cc1 (stereo not drawn)	-2%	-2	-3%	nt	nt	nt	-7	nt	nt
C/C(=N\NC(=O)Cc1cccn1C)c1cccs1	0%	-6	-3%	3.8%	-11%	2%	-2	3%	-11%
CCCC(=O)Nc1cccc(-c2nc3ccccc3c(=O)o2)c1	-5%	0	-3%	1.9%	43%[activator]	-7%	-14	-7%	-29%
CCOc1ccc(OCC)c(S(=O)(=O)NCc2ccc3c(c2)OCO3)c1	0%	-1	-1%	0.3%	4%[57.1 µM]	-1%	-5	0%	-18%
O=C(NCC(c1cccs1)N1CCOCC1)c1cn(-c2ccccc2)nc1-c1ccc(F)cc1 (stereo not drawn)	0%	3	-5%	0.0%	3%[57.1 µM]	4%	-3	0%	-16%
CC(/C=C/c1ccccc1)=N/NC(=O)c1cccc(Br)c1	-3%	-2	2%	2.4%	-19%[57.1 µM]	6%	0	-9%	-3%
COc1cc(NC(=O)C2CCN(c3cnccn3)CC2)cc(OC)c1OC	0%	5	-2%	3.4%	-6%	0%	-2	3%	-14%

A different layout for five compounds above.
mol,Vif-A3G inh,PI4K2A inh,GRP78 ERSR act,RXFP1 ag,TrxR1 substrate,mIDH1 inhibitor,LDHA inh,Vif-APOBEC3F blk,USP1-UAF1 inh
CC1=C(C(=O)N(C(C)C)C(C)C)CC(CC(=O)NC(c2ccccc2)c2ccccc2)C(=O)N1Cc1ccc(C(C)(C)C)cc1 (stereo not drawn),-2%,-2,-3%,nt,nt,nt,-7,nt,nt
C/C(=N\NC(=O)Cc1cccn1C)c1cccs1,0%,-6,-3%,3.8%,-11%,2%,-2,3%,-11%
CCCC(=O)Nc1cccc(-c2nc3ccccc3c(=O)o2)c1,-5%,0,-3%,1.9%,43%[activator],-7%,-14,-7%,-29%
CCOc1ccc(OCC)c(S(=O)(=O)NCc2ccc3c(c2)OCO3)c1,0%,-1,-1%,0.3%,4%[57.1 µM],-1%,-5,0%,-18%
O=C(NCC(c1cccs1)N1CCOCC1)c1cn(-c2ccccc2)nc1-c1ccc(F)cc1 (stereo not drawn),0%,3,-5%,0.0%,3%[57.1 µM],4%,-3,0%,-16%

(listing goes on)
SMILES	Vif-A3G inh	PI4K2A inh	GRP78 ERSR act	RXFP1 ag	TrxR1 substrate	mIDH1 inhibitor	LDHA inh	Vif-APOBEC3F blk	USP1-UAF1 inh
NC(=O)c1ccccc1OCC(=O)N1CCC(Cc2ccccc2)CC1	-1%	-2	-1%	0.6%	-2%	-11%	-1	4%	-12%
CCCCNc1c(N2CCN(C(=O)OCC)CC2)c(=O)c1=O	-2%	-3	-4%	2.4%	0%	-1%	-4	6%	-17%
O=C(NC1CC2CCCC(C1)N2Cc1ccc(F)cc1)c1ccc(F)cc1 (stereo not drawn)	1%	-5	-4%	0.0%	12%	9%	2	-3%	-18%
S=C(Nc1ccccc1)N(Cc1ccccc1)Cc1ccncc1	1%	3	0%	-1.5%	-4%	7%	-2	0%	-12%
CC(=O)Nc1c(C(=O)N2CCCCCC2)cnn1-c1ccccc1Cl	-3%	5	-4%	0.7%	2%	2%	-10	-6%	-13%
COc1ccc(OC(F)(F)F)cc1CC1(C)C(=O)Nc2ccc(-c3ccsc3)cc21 (stereo not drawn)	-13%	0	-12%	nt	nt	nt	-2	nt	nt
